Assay outcomes deposited in PubChem by several laboratories.
TNAP inhibition: human TNAP enzyme inhibitors, biochemical, luminescent (AID 518); purified TNAP enzyme, luminescent substrate readout; higher % means a stronger effect; one-dose inhibition, % at 20 µM; IC50 in µM for titrated hits; actives 0.09% (n = 64,000); in the data active = a potency from the dose series; inactive = the rest, 99 in 100 with inhibition below about 22%;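 also: plate controls were vehicle for no effect and reference inhibitor for full effect; many of its hits are not listed in these tables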
HPDE-C7 cytotoxicity: HPDE-C7 pancreatic duct cell viability loss – fluorescence, HTS (AID 430); cytotoxicity, % at 10 µM, or EC50 in µM where a hit was titrated; actives 1.8% (n = 63,000); HPDE-C7 pancreatic duct cells viability, fluorescence; higher % means a stronger effect;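 also: cells exposed to compound for 48 hours before viability readout; 0% = vehicle and 100% = reference cytotoxic drug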
Bfl-1 inhibitors: displacement of Bid BH3 peptide from Bfl-1 – biochemical, fluorescence polarization, FITC-Bid, mouse, primary screen (AID 432) | FITC-Bid BH3 peptide fluorescence polarization displacement; higher % means a stronger effect | displacement, % at 20 µM; hits with a dose series show IC50 in µM | actives 0.02% (n = 64,000); in the data active = a potency from the dose series; inactive = the rest, 99 in 100 with displacement below about 15%; also: strong numbers were not always called active
PMK inhibit: blocks S. pneumoniae phosphomevalonate kinase | purified PMK, PK/LDH-coupled NADH absorbance 340 nm | inhibition, % at 10 µM | actives 0.49% (n = 65,000) | AID 539;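 active = top-ranked compounds by inhibition in the single 10 µM screen, taking a fixed number of the strongest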;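 also: 0% = full reaction with DMSO carrier and 100% = background rate without enzyme reaction; no value below 0 was filed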
HT1080 cytotoxicity: cytotoxicity in HT1080 fibrosarcoma cells, cell-based, fluorescence readout (AID 620) | cytotoxicity, % at 10 µM; hits with a dose series show EC50 in µM | actives 0.42% (n = 87,000) | HT1080 viability, fluorescence; higher % means a stronger effect;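 also: cells exposed to compound overnight then 4 h with Alamar Blue; 0% = vehicle DMSO and 100% = killing control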
Spn MK inh: blocks S. pneumoniae mevalonate kinase; AID 555; purified MK, PK/LDH-coupled NADH absorbance 340 nm; actives 0.48% (n = 65,000); inhibition, % at 10 µM;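 active = ranked among the strongest by inhibition in the single 10 µM screen, a fixed top-ranked set picked for dose follow-up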; also: no value below 0 was filed
LYP phosphatase: inhibition of human PTPN22 tyrosine phosphatase – biochemical, DiFMUP fluorescence, recombinant catalytic domain, 10 µM, primary screen (AID 606) | recombinant LYP catalytic domain, DiFMUP fluorescence; higher % means a stronger effect | one-dose inhibition, % at 10 µM; IC50 in µM for titrated hits | 52,000 tested, under 10 active;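 active = IC50 under 40 µM in the dose-response test; inactive = IC50 of 40 µM or more, or never dose-tested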
KRASV12 cytotoxicity: cytotoxicity in KRAS-transformed pancreatic duct cells, primary screen, cell-based, fluorescence, HTS (AID 431). HPDE-C7K KRASV12 cells, Alamar Blue viability, 48 h; higher % means a stronger effect. cytotoxicity, % at 10 µM, or EC50 in µM where a hit was titrated. actives 1.7% (n = 63,000);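 active = compounds whose percent cytotoxicity in the single-dose primary screen, scaled between solvent and toxic-drug controls, exceeds 50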;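 also: 0% = DMSO solvent wells and 100% = doxorubicin-treated wells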
Spn DPM-DC inh: inhibitors of Streptococcus pneumoniae diphosphomevalonate decarboxylase; purified DPM-DC, PK/LDH coupled NADH fluorescence; actives 0.49% (n = 65,000); calls only at 10 µM;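 active = the 320 compounds with the highest percent inhibition in the single-dose primary screen, excluding strongly autofluorescent ones, cut at about 32% in these data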;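 also: kinetic rate of NADH fluorescence loss reporting ADP formed by the decarboxylase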
PMK inhibit pilot replicates: second read-out of PMK inhibit, no call of its own (marks repeat the call); inhibition, %; measured here: pilot screen replicates
Spn MK inh pilot replicates: recorded beside Spn MK inh, whose call it bears; inhibition, %; measured here: pilot screen replicates
Spn DPM-DC inh pilot screen %: further read-out of Spn DPM-DC inh, marked with its call; inhibition, %; measured here: pilot screen trials
Active calls of the source: *; i = inactive; / = not tested or not shown. Rule as the data show it, unless noted: active = cytotoxicity above about 50%; inactive = the rest.

SMILES | TNAP inhibition | HPDE-C7 cytotoxicity | Bfl-1 inhibitors | PMK inhibit | HT1080 cytotoxicity | Spn MK inh | LYP phosphatase | KRASV12 cytotoxicity | Spn DPM-DC inh | others
C=CCn1c(SCC(=O)Nc2nc(C)cs2)nnc1C(CO)NC(=O)c1ccccc1 (centres undefined) | 10% | 2% | 0% | 7 | 15% | 12 | 8% | 9% | i
CC(O)c1n(C)c(Cl)c[n+]1C (centres undefined) | 15% | 7% | 1% | 0 | 8% | 11 | -1% | -13% | i | PMK inhibit pilot replicates=0.0;Spn MK inh pilot replicates=0.0;Spn DPM-DC inh pilot screen %=0.0
CCOC(=O)c1cc(NC(=O)C2CCCO2)cc(C(=O)OCC)c1 (centres undefined) | 7% | 2% | 0% | 1 | 4% | 1 | 10% | 8% | i
CCCNC(=O)NC(=O)CN1C(=O)NC(C)(c2ccc(C)cc2)C1=O (centres undefined) | 9% | 11% | -5% | 0 | -5% | 3 | 11% | 5% | i
Nc1ccc(S(=O)(=O)Nc2ccc(S(N)(=O)=O)cc2)cc1 | 6% | 2% | -7% | 15 | -2% | 2 | / | -6% | i
CCC1=NC(c2ccc(OC)cc2OC)N(O)C1(C)C (centres undefined) | 9% | 2% | -1% | 2 | 1% | 15 | 4% | 12% | i
COc1ccc(OC)c(NC(=O)Nc2nnc(N3CCC(C)CC3)s2)c1 | 8% | -10% | -6% | 10 | 6% | 5 | / | 7% | i
O=C(NCc1cccs1)c1cccc(S(=O)(=O)N2CCCCC2)c1 | 11% | 0% | 6% | 17 | -5% | 0 | 15% | 1% | i
CCc1cc2c(=O)n(N)c(CCC(=O)O)nc2s1 | 7% | -2% | -7% | 8 | 4% | 3 | / | -3% | i
Cc1nc2ncnn2c(C)c1CCC(=O)NCc1ccccc1 | 5% | -16% | -5% | 12 | 2% | 0 | / | -12% | i
CCOC(=O)C1CCN(C(=O)c2ccc(SC)cc2OC)CC1 | -8% | -5% | 1% | 0 | -3% | 2 | 8% | 4% | i
O=C(O)c1ccc(Cl)c(S(=O)(=O)NCc2ccco2)c1 | 11% | -12% | 7% | 0 | 2% | 0 | -9% | -11% | i
CC(C)(C)N(Cc1ccccc1)C(=O)c1ccc2c(c1)OCCO2 | 8% | -20% | -5% | 0 | -7% | 5 | 13% | -13% | i
COc1ccc(CCNC(=O)Cn2nnc(-c3cccs3)n2)cc1OC | 10% | -3% | -4% | 13 | -5% | 10 | / | -3% | i
CC(=O)Nc1cccc(NS(=O)(=O)c2cccc3nsnc23)c1 | / | / | / | 14 | 21% | 0 | 1% | / | i
CSCC[C@H](NC(=O)NCc1ccc(F)cc1)C(=O)O | 5% | / | 4% | 9 | -8% | 0 | / | / | i
CC(C)(C)c1ccc(C(=O)NCCC(=O)NCc2ccco2)cc1 | 0% | -1% | -5% | 17 | -6% | 0 | / | 0% | i
CN(C)c1ccc(-c2ccccc2)nn1 | 12% | -13% | -10% | 15 | 2% | 0 | 5% | -2% | i
COc1ccccc1NC(=O)C(C)Sc1nnnn1C (centres undefined) | 6% | 0% | 0% | 10 | -3% | 0 | 1% | -3% | i
Cn1c(=O)c2c(SCc3ccccn3)nc(C3CC3)nc2n(C)c1=O | 20% | -1% | -2% | 0 | 5% | 5 | 2% | 11% | i
Cc1cc(C)nc(SCc2nnc(SCC(=O)N3CCOCC3)o2)n1 | 6% | -5% | -11% | 7 | 1% | 0 | -4% | 4% | i
O=c1cc(-c2ccccc2)[nH]n1-c1nc2ccccc2s1 | 7% | 62%* | 2% | 16 | -2% | 3 | / | 79%* | i
CCOc1ccccc1N1CCN(C(=O)c2ccncc2)CC1 | 13% | -1% | -6% | 3 | -2% | 10 | 11% | -3% | i | PMK inhibit pilot replicates=0.0;Spn MK inh pilot replicates=0.5;Spn DPM-DC inh pilot screen %=3.0
C=C(C)Cn1c(N2CC(C)CC(C)C2)nc2c1c(=O)[nH]c(=O)n2C (centres undefined) | 13% | -2% | 3% | 5 | -8% | 3 | -6% | 12% | i | PMK inhibit pilot replicates=3.5;Spn MK inh pilot replicates=0.0;Spn DPM-DC inh pilot screen %=0.0
O=C(CN1CCOc2ccccc21)NCc1ccccc1 | -1% | -3% | 6% | 16 | 2% | 5 | / | 4% | i
Cc1cc2ncn(CCOc3ccccc3C#N)c2cc1C | -13% | 10% | -2% | 3 | 2% | 6 | 15% | 17% | i
Cc1onc(-c2c(Cl)cccc2Cl)c1C(=O)Nc1c(C)n(C)n(-c2ccccc2)c1=O | 8% | -29% | -6% | 7 | 0% | 7 | / | -26% | i
COc1cc2c(C#N)c(N3CCc4ccccc4C3)nc(N)c2c(N)n1 | 4% | 7.8µM* | 0% | 0 | 23% | 0 | / | 8.4µM* | /
Cn1c(SCCOc2cccc(Cl)c2)nnc1-c1ccncc1 | 7% | 4% | -12% | 5 | 5% | 90* | -1% | 7% | i
O=C(C1Cc2ccccc2CN1S(=O)(=O)c1cccs1)N1CCCCC1 (centres undefined) | 11% | 1% | -8% | 9 | 2% | 4 | 4% | -8% | i
CCCNC(=O)c1c(N)n(-c2ccc3c(c2)OCO3)c2nc3ccccc3nc12 | 16% | -6% | -7% | 15 | -3% | 7 | 8% | 2% | i
CCC(=O)N1CCCc2cc(S(=O)(=O)N3CCN(C4CCCCC4)CC3)ccc21 | 4% | -20% | -8% | 2 | -1% | 1 | / | -12% | i
COc1cccc(CN(C)C(=O)c2ccc(S(=O)(=O)N3CCCC3)cc2)c1OC | 3% | -5% | 0% | 13 | 7% | 1 | 0% | -10% | i
CN(C)S(=O)(=O)c1cccc(C(=O)OCC(=O)Nc2sccc2C(N)=O)c1 | -5% | -10% | 1% | 5 | 1% | 0 | 6% | -30% | i
O=C(O)c1cc2c(s1)-c1ccccc1OC2 | 11% | -10% | -5% | 3 | -17% | 9 | 5% | -6% | /
COc1ccc(C2CC(C(F)(F)F)n3nc(C(N)=O)c(Cl)c3N2)cc1OC (centres undefined) | 10% | -10% | 1% | 12 | 4% | 12 | 7% | -5% | i
C[N+]1=C2CCCCCN2C(O)(c2ccccc2)C1 (centres undefined) | 13% | 0% | 3% | 0 | 11% | 4 | 4% | -9% | i | PMK inhibit pilot replicates=6.5;Spn MK inh pilot replicates=3.0;Spn DPM-DC inh pilot screen %=4.5
Cc1c(F)cccc1NS(=O)(=O)c1ccccc1C#N | 5% | 10% | -1% | 9 | 4% | 3 | 12% | 13% | i
COc1ccc(N2C3=[N+](CC2(C)O)c2ccccc2CC3)cc1 (centres undefined) | 7% | 1% | -2% | 17 | -9% | 8 | / | -17% | i
Cc1ccc(Cn2nnc3c(=O)n(CC(=O)c4ccccc4)cnc32)cc1 | 6% | 5% | 3% | 5 | -4% | 3 | 5% | 5% | i
Cn1c(C(=O)N2CCN(c3ccccn3)CC2)cc2c(=O)n(C)c3ccccc3c21 | 0% | -6% | -5% | 3 | 12% | 7 | 15% | 8% | i
COc1ccc(CCNC(=O)CSc2nnc(-c3ccc(F)cc3)o2)cc1OC | -6% | -7% | -1% | 0 | -6% | 3 | -4% | 2% | i
COC(=O)CSc1nc(N)c(C#N)c(C(C)C)c1C#N | 6% | -9% | -8% | 7 | -15% | 13 | 21% | -5% | i
O=C(c1ccco1)N1CCN=C1SCc1ccccc1F | 6% | 11% | 12% | 7 | -9% | 4 | 2% | 11% | i
O=C(O)CSc1nnc(-c2ccccc2O)n1Cc1ccccc1 | 11% | -14% | -1% | 9 | 24% | 2 | / | 2% | i
O=C(CC1(O)C(=O)Nc2ccccc21)c1ccccc1 (centres undefined) | 7% | -1% | 0% | 10 | -38% | 15 | 13% | -5% | i
O=C(CSc1nc2ccccc2s1)NC(=O)NCc1ccco1 | 8% | 83%* | 5% | 14 | -8% | 2 | 6% | 88%* | i
O=C(COc1cccc2ccccc12)N1CCN(c2ccccn2)CC1 | 4% | -11% | 2% | 4 | -9% | 3 | -6% | -12% | i
Cc1onc(-c2ccccc2Cl)c1C(=O)N1CCCc2ccccc21 | -7% | 2% | -5% | 0 | 6% | 5 | -8% | 6% | i
CCOC(=O)CSc1nnnn1-c1cc(OC)ccc1OC | 8% | -3% | -3% | 8 | -10% | 12 | 1% | -13% | i
O=C(Nc1ccc(Cl)cc1C(=O)NCC1CCCO1)c1ccco1 (centres undefined) | 4% | -4% | 0% | 2 | 4% | 0 | 13% | 4% | i
Cc1ccc2c(c1)c1ncnc(N3CCOCC3)c1n2C | 9% | -14% | -1% | 2 | 11% | 8 | / | -7% | /
CCn1c(=O)c(C2=NS(=O)(=O)c3ccccc3N2)c(O)c2ccccc21 | 5% | -19% | 3% | 12 | 25% | 0 | 8% | -6% | i
Cc1nc2cc(Cl)c(Cl)cc2nc1C | 3% | -26% | -4% | 13 | -10% | 7 | / | -15% | i
O=C(NCc1ccco1)c1cnc2n(c1=O)CCS2 | 8% | 8% | 6% | 3 | 1% | 1 | / | 9% | i | PMK inhibit pilot replicates=2.5;Spn MK inh pilot replicates=3.5;Spn DPM-DC inh pilot screen %=4.5
Cc1oc2ccc(OC(=O)N3CCOCC3)cc2c1C(=O)OC(C)C | 11% | -26% | 11% | 0 | 1% | 0 | 4% | -18% | i
COC(=O)CC1C(=O)NCCN1C(=O)CSc1nnc(Nc2ccc(OC)cc2)s1 (centres undefined) | 0% | -1% | -2% | 22 | 7% | 1 | 14% | 0% | i
CCC1SC2=NC(C)=C(C(=O)OC)C(c3ccc(C)cc3)N2C1=O (centres undefined) | 16% | -22% | -6% | 10 | 2% | 6 | 24% | 14% | i | PMK inhibit pilot replicates=2.5;Spn MK inh pilot replicates=1.0;Spn DPM-DC inh pilot screen %=1.0
Cn1c(=O)c2c(-c3ccccc3)n3c4ccccc4ncc3c2n(C)c1=O | 0% | 4% | 2% | 6 | 15% | 7 | 9% | 7% | /
O=C(Nc1nc2c(s1)CCCC2)c1ccc2ncsc2c1 | 4% | -14% | -5% | 1 | -1% | 0 | / | 0% | i
COc1ccc(/C=N/n2cc(-c3ccc(OC)cc3)nc2N)cc1 | 33% | -8% | -1% | 3 | 1% | 4 | 14% | 4% | i | PMK inhibit pilot replicates=6.0;Spn MK inh pilot replicates=1.0;Spn DPM-DC inh pilot screen %=3.0
CC1(C)CC2(CC(C)(C)NC(=O)N2)NC(=O)N1 | 6% | -1% | -6% | 4 | 6% | 1 | 6% | 6% | i
COc1cccc(-c2nnc(SCc3ccc(C#N)cc3)n2Cc2ccco2)c1 | 9% | -12% | -8% | 18 | 1% | 10 | 4% | -3% | i
